Screens (PubChem BioAssay)
PKM2 activator: PKM2 (human) enzyme activation | purified PKM2, Kinase-Glo ATP luminescence, activation; response scale: 0% is enzyme alone, no compound | Potency, µM (doses to about 57.5 µM), for the others: at the top dose activation, actives largely listed as activators | actives 0.34% (n = 260,000) | AID 1631; further: potency means the concentration at half of the fitted maximal effect; on the % scale 0 is the no-effect control and ±100 the full control effect; nearly all actives have a fitted effect of over 55% in size
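Kinase-Glo luminescence reports ATP generated from ADP (0.1 mM) and PEP (0.5 mM) by purified hPK-M2 after 1 h at room temperature, pH 7.2 imidazole buffer; intermediate enzyme activity allows detecting inhibitors and activators.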
RORg inh: blocks mouse ROR gamma transcriptional activity; P51450; Drosophila S2 Gal4-RORgamma UAS-luciferase reporter, 20 h; Potency, µM (highest dose often 53.6 µM), for the others: top-dose activity change, negative = inhibition, hits mostly inhibitors; actives 5.4% (n = 310,000); further: potency means the concentration at half of the fitted maximal effect; on the % scale 0 is the no-effect control and ±100 the full control effect; nearly all actives have a fitted effect of over 60% in size
Target sequence (P51450 whole entry, looked up, the tested form may be a part): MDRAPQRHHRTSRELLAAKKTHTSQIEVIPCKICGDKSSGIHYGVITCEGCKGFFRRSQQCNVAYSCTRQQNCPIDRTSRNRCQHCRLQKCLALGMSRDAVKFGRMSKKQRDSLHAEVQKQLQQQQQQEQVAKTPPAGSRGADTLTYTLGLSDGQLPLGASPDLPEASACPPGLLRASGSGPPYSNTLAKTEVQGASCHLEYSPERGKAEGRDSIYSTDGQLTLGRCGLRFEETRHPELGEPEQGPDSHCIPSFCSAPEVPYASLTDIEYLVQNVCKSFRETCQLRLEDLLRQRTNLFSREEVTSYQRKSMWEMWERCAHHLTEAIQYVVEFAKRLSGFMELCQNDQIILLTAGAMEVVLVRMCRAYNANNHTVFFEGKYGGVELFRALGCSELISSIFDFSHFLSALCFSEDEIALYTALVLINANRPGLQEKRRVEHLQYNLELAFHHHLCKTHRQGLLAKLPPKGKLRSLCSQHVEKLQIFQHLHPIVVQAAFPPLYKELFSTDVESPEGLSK
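Drosophila S2 cells stably expressing Gal4-DBD/mouse RORγ fusion under metallothionein promoter plus UAS-luciferase; compound 1 h, then 700 uM CuSO4 induction for 20 h at ambient temperature; inhibition read as reduced luminescence.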
Rab9 promoter act: Rab9 promoter activation; Potency, µM (titrated, usually from 9.22 µM), without a hit: top-dose activation, negative = inhibition, most hits filed as activators; AID 485297; Huh7 Rab9 promoter-luciferase reporter, luminescence, 24 h; actives 2.8% (n = 320,000); further: potency means the concentration at half of the fitted maximal effect; % of control where 0% means no effect; nearly all actives have a fitted effect of over 60% in size
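Cells were plated at 1500 per well in reduced-serum medium with 10% FBS and left 2 h. Compound in DMSO was then added for 24 h at 37 °C. Reporter signal was read by luminescence after 10 min with luciferase detection reagent.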
p53 reactivation: restores transcriptional activity of mutant p53; H1299 p53-A138V BP100-luciferase reporter, luminescence, 24 h; AID 504706; actives 0.063% (n = 320,000); Potency, µM (titrated, usually from 92.2 µM), for the others: top-dose activity change, positive = activation, hits mostly activators; further: potency means the concentration at half of the fitted maximal effect; % of control where 0% means no effect; nearly all actives have a fitted effect of over 45% in size
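H1299 (p53-null), stable ts p53-A138V + BP100-Luc; 1000 cells/well, Opti-MEM/10% FBS; cpd 4 pt, 1:5; 24 h, 37 deg C, 5% CO2; detection reagent 10 min RT; luminescence.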
ELG1 genotox: induces genotoxicity in HEK293T cells with luciferase-tagged ELG1; actives 1.3% (n = 330,000); AID 504466; Potency, µM (top dose mostly 46 µM), inactives show top-dose activity change, positive = activation, usual class: activators; HEK293T ELG1-luciferase reporter, luminescence, 16 h; further: potency means the concentration at half of the fitted maximal effect; % of control where 0% means no effect; nearly all actives have a fitted effect of over 60% in size
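16 hr compound incubation (37 °C, 5% CO2) of HEK293T cells carrying luciferase-tagged ELG1; luciferase then measured by ONE-Glo luminescence after 30 min at RT.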
BRCA1 expr act: activators of BRCA1 expression; Potency, µM (doses to about 46.1 µM), for the others: at the highest dose activation, usual class: activators; MCF7-BRCA1-FFLuc reporter, luminescence, 48 h; response scale: scaled: vehicle 0%, 10 µM genistein 100%; actives 1.1% (n = 380,000); further: potency means the concentration at half of the fitted maximal effect; nearly all actives have a fitted effect of over 80% in size; some results filed as inactive show a strong effect at the top dose
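Activators of BRCA1 expression were detected as increased firefly luciferase luminescence in engineered MCF7 cells after 48 h compound incubation. Signals were scaled to genistein 10 microM as full activation.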
Giardia kill: kills Giardia lamblia; Giardia lamblia trophozoite viability; activity change, % at 7.66 µM, hits read low; actives 0.15% (n = 340,000); in the data active means activity change below about -80%; inconclusive means between about -30% and that limit;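 further: parasites exposed to compound for two days anaerobically before the ATP read; on the % scale 0 is the no-effect control and ±100 the full control effect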
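Giardia lamblia trophozoites (100 cells/well) were incubated with compounds for 48 h at 37 deg C under anaerobic conditions. Viability was read as ATP content by one-step luminescence after 15-30 min at room temperature.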
VP16 counter: Gal4-VP16 reporter inhibition counter-screen. Drosophila S2 Gal4-VP16 UAS-luciferase, luminescence, 20 h. Potency, µM (highest dose often 53.6 µM), for the others: at the highest dose activity, negative = inhibition, most hits filed as inhibitors. actives 3.5% (n = 310,000). AID 2546;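 further: Gal4-VP16 expression switched on by copper sulfate through the metallothionein promoter; potency means the concentration at half of the fitted maximal effect; on the % scale 0 is the no-effect control and ±100 the full control effect; nearly all actives have a fitted effect of over 50% in size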
NPC1 promoter act: activates the NPC1 promoter; Huh7 NPC1 promoter luciferase reporter, 24 h; Potency, µM (doses to about 9.22 µM), without a hit: at the top dose activation, most hits filed as activators; actives 2.4% (n = 320,000);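 further: potency means the concentration at half of the fitted maximal effect; % of control where 0% means no effect; nearly all actives have a fitted effect of over 60% in size; reporter is driven by a mutant NPC1 promoter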
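Quantitative HTS used a cell-based reporter: Huh7 cells stably bearing the NPC1 promoter upstream of luciferase were treated with compounds for 24 h, and promoter activation was read as luminescence.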
FLuc modulator: firefly luciferase modulation, counter-screen for miR-21 project; P08659; purified FLuc, Km substrates, luminescence inhibition; Potency, µM (doses to about 57.5 µM), for inactives: at the highest dose activity change, negative = inhibition, most hits filed as inhibitors; actives 6.9% (n = 360,000); AID 588342;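 further: potency means the concentration at half of the fitted maximal effect; plate controls were vehicle for no effect and reference inhibitor for full effect; nearly all actives have a fitted effect of over 55% in size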
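Purified P. pyralis luciferase (10nM final) with 10uM D-luciferin and 10uM ATP (Km levels) in 50mM Tris acetate pH 7.5, 10mM Mg acetate, 0.01% Tween-20, 0.05% BSA; qHTS 6-point titration, ~60 µM downward; luminescence read.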
Menin MLL FP TR: displaces Texas Red mutant MLL peptide from human menin; AID 1768; O00255; Menin + Texas Red MLL mutant peptide, fluorescence polarization; actives 0.23% (n = 270,000); Potency, µM (top dose mostly 61.6 µM), without a hit: at the highest dose FP activity change, negative = inhibition, actives largely listed as inhibitors; active means well fitted inhibition curve with a large enough effect in the polarisation, with a control signal flat, not every such curve was filed as active; inconclusive means small, poorly fitted or top-dose-only effect, or effect the other way, or a change in a side signal; inactive means no such curve, though single readings can be large or run the other way; the % refers to the polarisation; further: potency means the concentration at half of the fitted maximal effect; % of control where 0% means no effect; many of its hits are not listed in these tables
Target sequence (O00255 whole entry, looked up): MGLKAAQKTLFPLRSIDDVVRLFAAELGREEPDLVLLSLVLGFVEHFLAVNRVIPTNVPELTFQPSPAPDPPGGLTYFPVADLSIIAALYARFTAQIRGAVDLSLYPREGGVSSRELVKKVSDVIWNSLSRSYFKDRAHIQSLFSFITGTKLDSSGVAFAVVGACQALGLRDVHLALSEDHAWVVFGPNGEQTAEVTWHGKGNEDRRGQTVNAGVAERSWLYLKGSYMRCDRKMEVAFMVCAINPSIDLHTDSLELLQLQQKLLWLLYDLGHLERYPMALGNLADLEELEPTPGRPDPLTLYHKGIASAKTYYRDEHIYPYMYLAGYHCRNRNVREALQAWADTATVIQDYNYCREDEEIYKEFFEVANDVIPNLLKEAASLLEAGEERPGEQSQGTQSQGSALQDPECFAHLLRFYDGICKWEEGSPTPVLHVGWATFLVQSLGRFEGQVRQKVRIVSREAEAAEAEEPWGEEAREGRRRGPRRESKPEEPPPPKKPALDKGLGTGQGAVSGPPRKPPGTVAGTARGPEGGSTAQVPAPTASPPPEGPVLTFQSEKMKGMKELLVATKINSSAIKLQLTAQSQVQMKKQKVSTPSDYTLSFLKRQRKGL
The depositor's hits bear a star; ? = inconclusive; / = not tested or not shown; ! = not active in a repeat; [ ] = another dose, or the depositor's remark. Unless noted, the call rests on the fitted dose curve; in most records, active means well fitted curve in the direction sought with a large enough effect; inconclusive means small, poorly fitted or top-dose-only effect, or another doubt; inactive means no such curve, though single readings can be large; an effect the other way counts as inactive or inconclusive. This is a subset; the hit share may differ from the screen's.

Every second line gives: Giardia kill | NPC1 promoter act | FLuc modulator | ELG1 genotox | BRCA1 expr act | PKM2 activator | Rab9 promoter act | VP16 counter | p53 reactivation | Menin MLL FP TR | RORg inh
COc1cccc(NC(=O)c2sc3nc4n(c(=O)c3c2C)CCC4)c1
    58[activator] | ? | 19µM*! | ? | 10µM* | / | 4µM* | 3% | 27% | / | ?
CS(=O)(=O)N(CC(=O)N1CCCCC1)Cc1ccccc1
    6 | 9% | -1% | -1% | -3% | 1% | 1% | 5% | 5% | 2% | -11%
Cc1ccc(S(=O)(=O)CCSc2n[nH]c(=O)n2-c2ccccc2)cc1
    22 | -7% | 4% | -5% | -18% | 12% | 2% | -1% | 21% | / | ?
Cc1c(NC(=O)/C=C/C(=O)O)cccc1[N+](=O)[O-]
    14 | -1% | 3% | -1% | 0% | 2% | 1% | -4% | -4% | 15% | -4%
O=C(O)Cc1ccc(NC(=S)Nc2cccc(Cl)c2Cl)cc1
    13 | -1% | 1% | -2% | 0% | -8% | -3% | -16% | -3% | -8% | -12%
COC(=O)COc1cccc2c(=O)n(CC(=O)N3CCCCC3)ccc12
    -2 | 1% | 1% | 0% | 0% | 1% | 0% | -6% | 8% | / | 15%
COc1ccc(/C=N/NC(=O)c2ccoc2C)cc1CN1CCN(c2ccc(F)cc2)CC1
    14 | 9% | ? | -2% | 43% | / | 16% | -16% | -1% | 0% | -8%
COc1cc2c(cc1OC)-c1nnnn1C(C)(C)C2
    -8 | -2% | 1% | -1% | -24% | -5% | 0% | / | -6% | -14% | -3%[0.365 µM]
CN(N)c1ccc2c(C(F)(F)F)cc(C(F)(F)F)nc2n1
    2 | 2% | -6% | 3% | -16% | 1% | -3% | 0% | -2% | 15% | 15%
CCOc1cc2[nH]c(=S)n(Cc3ccc(C(=O)N4CCN(C)CC4)cc3)c(=O)c2cc1OCC
    2 | -4% | 4% | ? | -16% | / | -6% | -13% | 5% | / | ?
CCCNc1nc(C)cc(-c2cc(-c3ccc(Cl)cc3)on2)n1
    5 | -3% | -15% | 11% | 51% | -5% | -2% | -8% | 1% | / | -26%
NNc1ccc(Cl)nn1
    -6 | 9% | -8% | 6% | -5% | -5% | 4% | ? | 6% | / | 10µM*
CC(C)(CNC(=O)CNC(=O)C1CCCCC1)N1CCOCC1
    42[activator] | -1% | 0% | 2% | -4% | / | 1% | / | 4% | / | /
O=C(Nc1nnc(-c2cccc(F)c2)s1)Nc1ccccc1F
    1 | ? | ? | ? | 90% | 14% | ? | -8% | 14% | ? | 11%
Cc1ccc(C(=O)NNC(=O)COc2ccc(Cl)cc2C)o1
    4 | -4% | 11µM* | 2% | 11% | / | -3% | / | -3% | / | /
CN(C)S(=O)(=O)c1ccc(C(=O)Nc2cccnc2)cc1
    -8 | -2% | -1% | 0% | 11% | 0% | -1% | 8% | 2% | 0% | 40%
Cc1ccc(S(=O)(=O)CCC(=O)Nc2nnc(-c3ccco3)o2)cc1
    -5 | 1% | 5% | 0% | 4% | / | 0% | / | ? | / | /
Cc1nnc(SCc2cccc(Oc3ccccc3)c2)n1N
    11 | 8% | -15% | 7% | 65% | 0% | 0% | 26% | -4% | 10% | -7%
CCCOc1ccc(C(=O)CCC(=O)Nc2ccc(N3CCN(C)CC3)cc2)cc1
    2 | -2% | -21% | 3% | -5% | / | 8% | / | 4% | / | /
Nn1c(Cc2cccc3ccccc23)nnc1SCC(=O)NC1CCS(=O)(=O)C1 (stereo not drawn)
    -8 | -6% | 5% | 3% | 52% | 1% | 8% | -6% | 1% | -8% | ?
N/C(=N\O)c1ccc(Oc2ccccc2Cl)c([N+](=O)[O-])c1
    -3 | -1% | -2% | 2% | -12% | 1% | -1% | 14% | 15% | / | -38%
COCCN(CCOC)C(=O)C1CCCN(S(=O)(=O)c2ccc(NC(=O)OC)cc2)C1 (stereo not drawn)
    ? | 1% | 2% | 0% | -1% | -1% | -3% | 2% | -2% | / | 3%
CCOC(=O)Cc1c(C)nc2cc(-c3ccc(C(C)(C)C)cc3)[nH]n2c1=O
    1 | 1% | 11µM* | ? | 26% | -4% | 10% | 17% | 28% | 0% | 28%
Brc1ccc(OCCOCCN2CCOCC2)cc1
    1 | 5% | 3% | 5% | 20% | 7% | 0% | 14% | 17% | -20% | ?
C/C(=N\NC(=O)c1c(Br)c(C)nn1C)c1ccc(NC(=O)c2ccoc2C)cc1
    26 | -2% | 5% | 11% | 40% | -2% | -2% | -2% | 29% | 4% | 9%
Cc1cc(C)cc(C(=O)Oc2cc(C)[nH]c(=O)c2[N+](=O)[O-])c1
    15 | -3% | -1% | 0% | 1% | / | 2% | ? | 6% | / | -34%
CCOC(=O)N1CCC(NC(=O)C2CCCCN2S(=O)(=O)c2ccc(F)cc2)CC1 (stereo not drawn)
    7 | 0% | 2% | -1% | 4% | -15% | 3% | 1% | -5% | -10%[11.7 µM] | 36%
CC(C)CN(C(=O)CCC(=O)OC(C)C(=O)Nc1cccc(C#N)c1)c1c(N)n(CC(C)C)c(=O)[nH]c1=O (stereo not drawn)
    -14 | -2% | -1% | 1% | 10% | / | 1% | / | -8% | / | /
CC(C)(C)OC(=O)N1CCC(C(=O)N[C@H](C(=O)O)c2ccccc2)(c2ccccc2)CC1
    -22 | -3% | -2% | -1% | 11% | / | -2% | -2% | 13% | -15% | 27%
C/C=C(\C)CN1CCCC(N(C)CCc2ccc(OC)c(OC)c2)C1 (stereo not drawn)
    8 | -4% | 0% | -3% | -2% | -1% | -5% | -1% | / | -2% | -2%

(next part)
Every second line gives: Giardia kill | NPC1 promoter act | FLuc modulator | ELG1 genotox | BRCA1 expr act | PKM2 activator | Rab9 promoter act | VP16 counter | p53 reactivation | Menin MLL FP TR | RORg inh
CCCn1nc(C(=O)OCC(=O)Nc2cccc(OC)c2)c2ccccc2c1=O
    4 | -3% | -2% | 3% | -3% | -1% | -1% | 6% | -3% | 14% | 12%
O=C(CC1Nc2ccccc2NC1=O)Nc1ccccc1NC(=O)CC1Nc2ccccc2NC1=O (stereo not drawn)
    / | -2% | ? | -3% | / | -1% | -1% | -1% | 5% | -2% | -24%
COc1ccc(CCN(C)C(=O)CSc2nnnn2C)cc1OC
    22 | 7% | -4% | -1% | 32% | 14% | ? | -19% | 2% | 3% | 5%
COc1ccccc1C1CC(=O)NC(C)=C1C(=O)OCC1CCCO1 (stereo not drawn)
    -3 | 21% | 1% | -2% | -4% | 3% | -2% | 0% | 0% | -18% | 14%
Cc1ccc2c(c1)CCCN2CC(=O)Nc1cc(S(=O)(=O)N2CCCC2)ccc1Cl
    15 | 2% | 2% | 2% | -38% | / | -2% | / | 1% | / | /
CC(=O)NCCNC(=O)CCNC(=O)c1ccc(Cl)cc1
    -11 | 0% | 4% | -2% | -2% | -2% | 0% | 4% | -5% | -5% | -2%
CCN(CC)CCCNC(=O)CCC(=O)Nc1ccc2nc(N3CCC(C)CC3)cc(C)c2c1
    8 | 0% | -3% | 1% | -4% | 4% | -2% | 0% | ? | -18% | 2%

Some of these compounds in order of heavy-atom count, largest number first:
Every second line gives: Giardia kill | NPC1 promoter act | FLuc modulator | ELG1 genotox | BRCA1 expr act | PKM2 activator | Rab9 promoter act | VP16 counter | p53 reactivation | Menin MLL FP TR | RORg inh
O=C(CC1Nc2ccccc2NC1=O)Nc1ccccc1NC(=O)CC1Nc2ccccc2NC1=O (stereo not drawn)
    / | -2% | ? | -3% | / | -1% | -1% | -1% | 5% | -2% | -24%
CCN(CC)CCCNC(=O)CCC(=O)Nc1ccc2nc(N3CCC(C)CC3)cc(C)c2c1
    8 | 0% | -3% | 1% | -4% | 4% | -2% | 0% | ? | -18% | 2%
CC(C)(C)OC(=O)N1CCC(C(=O)N[C@H](C(=O)O)c2ccccc2)(c2ccccc2)CC1
    -22 | -3% | -2% | -1% | 11% | / | -2% | -2% | 13% | -15% | 27%
CCOC(=O)N1CCC(NC(=O)C2CCCCN2S(=O)(=O)c2ccc(F)cc2)CC1 (stereo not drawn)
    7 | 0% | 2% | -1% | 4% | -15% | 3% | 1% | -5% | -10%[11.7 µM] | 36%
CCCn1nc(C(=O)OCC(=O)Nc2cccc(OC)c2)c2ccccc2c1=O
    4 | -3% | -2% | 3% | -3% | -1% | -1% | 6% | -3% | 14% | 12%
C/C=C(\C)CN1CCCC(N(C)CCc2ccc(OC)c(OC)c2)C1 (stereo not drawn)
    8 | -4% | 0% | -3% | -2% | -1% | -5% | -1% | / | -2% | -2%
COc1ccc(CCN(C)C(=O)CSc2nnnn2C)cc1OC
    22 | 7% | -4% | -1% | 32% | 14% | ? | -19% | 2% | 3% | 5%
CC(=O)NCCNC(=O)CCNC(=O)c1ccc(Cl)cc1
    -11 | 0% | 4% | -2% | -2% | -2% | 0% | 4% | -5% | -5% | -2%
